High-throughput results: PubChem BioAssay, National Center for Advancing Translational Sciences (NCATS)
Pf growth 48h = Primary qHTS for delayed death inhibitors of the malarial parasite plastid, 48 hour incubation | P. falciparum luciferase growth in erythrocytes, 48 h | Potency, µM (doses to about 28.7 µM), for the others: at the highest dose activity change, negative = inhibition, hits mostly inhibitors | hit rate 5.9% among 310,000
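Luciferase-expressing P. falciparum in infected erythrocytes (2% hematocrit, 0.1% parasitemia final) in RPMI 1640/0.5% Albumax were exposed to compound for 48 hours at 37 C, 5% CO2; growth read as luminescence.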
HCV inhibitor = qHTS Assay for Inhibitors of Hepatitis C Virus (HCV); Huh7.5.1 HCVcc-Cre infection, luciferase reporter, 44 h; Potency, µM (titrated, usually from 41.8 µM), for inactives: top-dose activity change, negative = inhibition, usual class: inhibitors; hit rate 3.4% among 340,000; AID 651820, 2012
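Compounds are dispensed onto cells plated 4 h earlier at 1,000 per well, with HCVcc-Cre virus (about 0.5 moi) added next. Following 44 h of culture, luminescent signal is measured for 15 sec after 15 min with substrate at room temperature.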
Pf growth 96h = Primary qHTS for delayed death inhibitors of the malarial parasite plastid, 96 hour incubation; P. falciparum luciferase reporter growth, 96 h; Potency, µM (series often up to 28.7 µM), without a hit: top-dose activity change, negative = inhibition, actives largely listed as inhibitors; hit rate 6.9% among 320,000
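Compounds incubated with erythrocytes infected by luciferase-expressing P. falciparum (2% hematocrit, 0.05% parasitemia final) for 96 hours, 37 C in 5% CO2. Growth inhibition scored as decreased luciferase luminescence.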
LmPK inhibitor = qHTS Assay for Inhibitors of Leishmania Mexicana Pyruvate Kinase (LmPK); hit rate 0.37% among 290,000; Q27686; purified LmPK, Kinase-Glo ATP luminescence, 1 h; Potency, µM (titrated, usually from 57.5 µM), without a hit: top-dose activity change, negative = inhibition, most hits filed as inhibitors
Target sequence (Q27686 whole entry, looked up): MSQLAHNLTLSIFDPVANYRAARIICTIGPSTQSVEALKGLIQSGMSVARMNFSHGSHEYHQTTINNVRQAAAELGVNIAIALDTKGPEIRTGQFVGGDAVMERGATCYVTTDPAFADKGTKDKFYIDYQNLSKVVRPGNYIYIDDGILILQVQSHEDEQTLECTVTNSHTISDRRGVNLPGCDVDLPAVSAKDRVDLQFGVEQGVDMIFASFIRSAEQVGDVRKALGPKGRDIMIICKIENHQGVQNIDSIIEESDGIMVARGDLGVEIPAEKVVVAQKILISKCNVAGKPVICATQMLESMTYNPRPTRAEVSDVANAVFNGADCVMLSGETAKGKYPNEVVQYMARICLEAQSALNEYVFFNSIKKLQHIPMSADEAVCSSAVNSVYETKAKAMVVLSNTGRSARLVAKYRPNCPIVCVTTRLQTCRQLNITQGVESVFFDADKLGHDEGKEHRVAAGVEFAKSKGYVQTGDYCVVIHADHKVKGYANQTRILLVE
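qHTS format; LmPK 0.1 nM; substrates PEP 0.5 mM and ADP 0.1 mM. One-hour room-temperature incubation, then coupled luciferase luminescence; 0.5 nM enzyme wells mark activation.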
Sm TGR block = qHTS Assay for the Inhibitors of Schistosoma Mansoni Peroxiredoxins | Schistosoma mansoni thioredoxin glutathione reductase (TGR), Q962Y6 | purified TGR, DTNB reduction, TNB absorbance 405 nm | Potency, µM (titrated, usually from 114 µM), for the others: at the highest dose activity change, negative = inhibition, usual class: inhibitors | hit rate 3% among 360,000 | AID 485364, 2010; note: nearly all actives have a fitted effect of over 60% in size
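First, TGR (20 nM dispensed) and NADPH were mixed with compound. Second, a 15 min room-temperature incubation followed. Third, further NADPH and then DTNB were added to start the reaction. Finally, TNB absorbance was monitored kinetically.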
Tb PYK inh = qHTS of Trypanosoma Brucei Inhibitors | hit rate 0.12% among 410,000 | TbPYK enzyme, Kinase-Glo Plus ATP luminescence, 45 min | pyruvate kinase (Trypanosoma brucei), Q57TT1 | Potency, µM (series often up to 76.8 µM), inactives show top-dose activity, negative = inhibition, usual class: inhibitors | AID 624173, 2012; note: nearly all actives have a fitted effect of over 50% in size
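ADP (130 uM final) triggers the TbPYK reaction after compound addition; incubation is 45 min at room temperature. Kinase-Glo Plus is then added and luminescence imaged. Normalized data are fitted to concentration-effect curves.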
An asterisk follows results filed as active; ? = inconclusive; nt = not tested or not shown; & = joins results of further samples; [ ] = another dose, or the depositor's remark. Calls come from the whole dose curve; as a rule, active = well fitted curve in the direction sought with a large enough effect; inconclusive = small, poorly fitted or top-dose-only effect, or another doubt; inactive = no such curve, though single readings can be large; an effect the other way counts as inactive or inconclusive. % is set by controls: 0 for no effect and ±100 for the full control effect; potency is the fitted concentration of half-maximal effect.

SMILES	Pf growth 48h	HCV inhibitor	Pf growth 96h	LmPK inhibitor	Sm TGR block	Tb PYK inh
CC(=O)c1ccc(NS(=O)(=O)c2ccc(C(C)(C)C)cc2)cc1	58%[activator]	?	?	1%	30%	2%
CCc1ccc(NC(=O)N(C2CCCCC2)C(C)c2cccnc2)cc1 (centres undefined)	nt	13%	43%[activator]	-2%	0%	5%
CCOC(=O)C(C)n1cnc2c(cnn2-c2ccc(Cl)cc2)c1=O (centres undefined)	52%[activator]	-9%	13%	-2%	-3%	1%
Cc1ccccc1C(=O)N1CCC(C(=O)Oc2ccc(C#N)cc2)CC1	10%	2%	84%[activator]	-8%	2%	4%
CCOc1ccc(NC(=O)CCC(=O)Nc2nnc(CC)s2)cc1	-11%	16%	-29%	1%	0%	3%
Nc1ccn([C@H]2CC[C@@H](CO)O2)c(=O)n1	11%	-21%	26%	0%&8%	3%&1%	-3%&0%
COC(=O)c1sc(C(C)(C)C)cc1CS(=O)(=O)c1ccc(Cl)cc1	?	-27%	?	7%	17%	-7%
Cc1cccc2cc(C#N)c(N3CCOCC3)nc12	23%	-1%	-12%	-1%	1%	-3%
CN(C)c1ccc(/C=N/Nc2nc3ccccc3o2)cc1	45%[activator]	10%	45%[activator]	0%	19%	-8%
COc1cc(C=C2C(=O)c3ccccc3C2=O)cc(OC)c1OC	19%	23%	-13%	3%	5%	-29%
Cc1ccc(S(=O)(=O)NCCC(=O)OCC(=O)Nc2cccc(Cl)c2)cc1	28%	-2%	31%[activator]	nt	6%	-20%
O=S(=O)(O)c1ccc(O)cc1	10%	nt	6%	nt	nt	0%
O=C(Nc1cccc([N+](=O)[O-])c1)c1ccc(CSc2ccccc2)cc1	9%	-8%	16%	1%	-23%	-15%
CCOc1ccccc1N1CCN(C(=O)NCc2ccc(Cl)cc2)CC1	-16%	-5%	5%	6%	-9%	0%
NC(=O)c1ccsc1NC(=O)CS(=O)(=O)c1ccc(F)cc1	9%	3%	41%[activator]	nt	-12%	4%
CC(=O)NC12CC3CC(C1)CC(C(=O)N(C)CC(=O)Nc1cccc(F)c1)(C3)C2	?	-1%	8%	nt	-13%	-6%
Cc1cccc(N2CCN(CCNC(=O)c3cc4c(s3)CS(=O)(=O)C4)CC2)c1C	nt	?	nt	-1%	1%	0%
Cc1ccc(CNC(=O)C2CCN(S(=O)(=O)c3ccc(Br)s3)CC2)cc1	-12%	-5%	34%[activator]	-1%	-4%	-1%
CCOC(=O)c1c(C)c(C)n(Cc2ccc(OC)c(OC)c2)c1C	8.3µM*	?	?	8%	2%	4%
CN(CC(=O)Nc1ccccc1C(F)(F)F)C(=O)Cn1c(=O)oc2ccccc21	0%	8%[8.37 µM]	29%	nt	-4%	-7%
CC(C)(C)NC(=O)COC(=O)/C=C/c1ccc(F)cc1	31%	30%[activator]	78%[activator]	8%	-4%	2%
O=c1[nH]c(=S)n(Cc2ccc(F)cc2)c(O)c1C=NCCCn1ccnc1	0%	11%	-5%	5%	13%	0%
CCC(CC)c1nnc(NC(=O)COc2ccc3c(C)cc(=O)oc3c2)s1	22%	?	124%[activator]	3%	-21%	2%
CN1CCN(c2ccccc2NC(=O)c2ccc(N3CCCCC3)c([N+](=O)[O-])c2)CC1	13µM*	?	?	-2%	12%	2%
CCc1ccc(C2=NN(CCC(=O)NCc3cccs3)C(=O)CC2)cc1	?	6%	12%	-1%	-9%	-1%

Single records, from the list above:
Shown for `CN(CC(=O)Nc1ccccc1C(F)(F)F)C(=O)Cn1c(=O)oc2ccccc21` = Pf growth 48h: 0%; HCV inhibitor: 8%[8.37 µM]; Pf growth 96h: 29%; LmPK inhibitor: nt; Sm TGR block: -4%; Tb PYK inh: -7%
Shown for `Cc1cccc(N2CCN(CCNC(=O)c3cc4c(s3)CS(=O)(=O)C4)CC2)c1C` = Pf growth 48h: nt; HCV inhibitor: ?; Pf growth 96h: nt; LmPK inhibitor: -1%; Sm TGR block: 1%; Tb PYK inh: 0%

(cont.)
SMILES	Pf growth 48h	HCV inhibitor	Pf growth 96h	LmPK inhibitor	Sm TGR block	Tb PYK inh
CC1(C)Cc2nc3oc4c(=O)n(CC(=O)Nc5ccccc5)cnc4c3cc2CO1	0%	19%	-4%	4%	3%	1%
COc1ccccc1Nc1ccc([N+](=O)[O-])cc1N	25%	-10%	88%[activator]	4%	1%	-1%
CC1CCc2c(C(=O)NCc3ccco3)csc2C1 (centres undefined)	103%[activator]	?	48%[activator]	4%	-9%	4%
CCc1ccc(C(=O)COC(=O)CNC(=O)CNS(=O)(=O)c2ccccc2)cc1	20%	8%	30%[activator]	-4%	1%	-4%
N#C/C(=C\C=C\c1ccccc1[N+](=O)[O-])C(=O)NCc1ccccc1	3.7µM*	32µM*	1.9µM*	-2%	4%	1%
CCOC(=O)c1c(NC(=O)CCN2C(=O)c3cccc([N+](=O)[O-])c3C2=O)sc(C(=O)OC(C)C)c1C	3%	?	-14%	7%	-1%	0%
CCOc1ccccc1NC(=O)C(OC(=O)c1cnccn1)c1ccccc1 (centres undefined)	-14%	?	-4%	nt	1%	-12%
CCOc1ncccc1C(=O)Nc1ccc(OC)c(S(=O)(=O)N2CCOCC2)c1	31%[activator]	-7%	16%	nt	1%	3%
COc1ccc2sc(C)nc2c1NC(C)=O	-9%	-4%	?	-5%	4%	4%
Cc1ccc(C(=O)NS(=O)(=O)c2ccccc2)cc1	-3%	3.2µM*	10%	-2%	-1%[57.1 µM]	-13%
COc1ccc(C(=O)NC(=S)NCc2cccnc2)cc1Br	-25%	?	16%	1%	-35%	-7%
COCCSc1nnc(NC(=O)c2cc(OC)c(OC)cc2[N+](=O)[O-])s1	-1%	8%	43%[activator][5.75 µM]	4%	7%	4%
O=S1(=O)[C@H]2C[C@@H]3C=C[C@@]2(CN1Cc1ccc(Cl)cc1)O3	-43%	19%	?	2%	4%	-2%
COc1ccc(S(=O)(=O)N2CCC(C(=O)N3CCN(C)CC3)CC2)cc1Cl	3%	-15%	5%	2%	-11%	-1%
CC1NC(=S)N(C2CCCCC2)C1=O (centres undefined)	29%	0%	4.7µM*	0%	0%	2%
C=CCn1c(CCNC(=O)c2cccs2)nnc1SCC(=O)c1ccc(Cl)cc1	-6%	-20%	nt	-1%	29%	?
CCCCN(C(=O)c1ccc(S(=O)(=O)N2CCCC2)cc1)C1CCS(=O)(=O)C1 (centres undefined)	-1%	1%[8.37 µM]	4%	nt	-2%	1%
Cc1cc2nn(-c3ccccc3)nc2cc1NC(=O)c1cccs1	20%	?	?	0%	0%	-1%
COc1ccc(S(=O)(=O)N(C)CC(=O)Nc2ccccc2SC)cc1Cl	-30%	-13%	14%	7%	-4%	5%
CCOC(=O)/C=C(C)\C=C\c1c[nH]c2ccccc12	13µM*	?	0%	4%	?	0%
Cc1ccc(-n2c(O)c(/C=N/Nc3ccc(S(=O)(=O)N4CCOCC4)cc3[N+](=O)[O-])c3ccccc3c2=O)c(C)c1	10µM*	11µM*	2.9µM*	-29%	-4%	-21%
Cc1nc2sc(C(c3cccs3)N3CCN(c4cccc(Cl)c4)CC3)c(O)n2n1 (centres undefined)	-6%	-29%	?	7%	-2%	-2%
Cc1ccc(C(=O)Cn2nc(C)c([N+](=O)[O-])c2C)c(C)c1	44%[activator]	-15%	45%[activator]	1%	5%	-1%
CCN(CC)C(=O)c1ccc(NC(=O)CSc2nnnn2-c2cc(OC)ccc2OC)cc1	-26%	?	5%	3%	-7%	3%
N#Cc1ccccc1	13%	33%[activator]	-9%	nt	-13%	-13%
Continued:
SMILES	Pf growth 48h	HCV inhibitor	Pf growth 96h	LmPK inhibitor	Sm TGR block	Tb PYK inh
FC(F)(F)c1cccc(N2Cc3ccccc3C2)c1	13µM*	4%	46%[activator]	-2%	-15%	2%
COc1ccc(N2C(=O)N(Cc3ccccc3F)c3ccccc3S2(=O)=O)cc1	-3%	nt	-1%	11%	10%	nt
CN1CCCC(OC(=O)CCCCC(=O)OC2CCCN(C)C2)C1 (centres undefined)	-2%	-7%	nt	0%	2%	3%
CC(CC(=O)Nc1ccc2c(c1)OCO2)c1ccccc1 (centres undefined)	34%[activator]	-12%	115%[activator]	0%	-7%	-2%
Cc1ccnc(NC(=O)c2ccc(OCc3c(C)noc3C)cc2)c1	46%[activator]	?	92%[activator]	nt	3%	2%
Cc1cc(C)c2[nH]c(=O)c(C(c3nnnn3Cc3ccc4c(c3)OCO4)N3CCCC3)cc2c1 (centres undefined)	13µM*	-7%	0%	-5%	16µM*	0%
COCCCNC(=O)Cn1nc(-c2ccc(C)cc2)ccc1=O	44%[activator]	-24%	?	-6%	-19%	2%
O=C1NCC(COc2ccc([N+](=O)[O-])cc2)O1 (centres undefined)	27%	11%	22%	0%	0%	3%
COCCOC1CCN(C(=O)c2ccc(OC)c(OC3CCN(C(C)C)CC3)c2)CC1	10%	9%	-51%	1%	-16%	-12%
Cc1ccc(S(=O)(=O)N/N=C(\c2ccccc2)C2CC2)cc1	?	12%	-2%	-1%	0%	1%
O=C(Cn1nnc(-c2ccccc2)n1)OCc1csc(-c2ccccc2)n1	25%	3%	?	0%	-1%	0%
CCCOC(=O)CC1C(=O)NCCN1Cc1cc(OC)cc(OC)c1 (centres undefined)	23%	9%	26%	8%	0%	-19%
CC(=O)N(C)c1ccc(N=C2C(=O)Nc3ccccc32)cc1	14%[0.00184 µM]	6%	?	-3%	11%	2%
Cc1c(NC(=O)c2noc(C(C)C)c2[N+](=O)[O-])c(=O)n(-c2ccccc2)n1C	nt	14%	?	5%	-28%	-12%
CCOc1ccc(OCC)c(NC(=O)C2C3C=CC(O3)C2C(=O)NCc2ccco2)c1 (centres undefined)	-13%	?	35%[activator]	-1%	50µM*	-17%
CCCOc1ccc(C(=O)NNC(=S)NC(=O)c2cc(-c3ccc(Cl)cc3)nc3ccccc23)cc1	?	16µM*	8%	-2%	1%	-3%
CCOc1ccc(CC(=O)N/N=C/c2cccnc2)cc1	7%	15%	2%	0%	1%	-2%
C/C(CC(=O)Nc1ccc(C)c(Cl)c1)=N\NC(=O)Cc1cccs1	4%	16%	7%	5%	-3%	1%
O=C(CC1(O)C(=O)Nc2ccccc21)c1ccccc1O (centres undefined)	4%	10%	?	1%	-1%	-5%
O=C1CCCC2=C1C(c1cccc(O)c1)C1=C(N2)c2ccccc2C1=O (centres undefined)	39%[activator]	-26%	7%	-19%	?	-3%
Cc1ccc(C)c(NC(=O)C(Sc2nc3ccc(C)cc3[nH]2)c2ccccc2)c1 (centres undefined)	?	?	?	3%	6%	-1%
CC(C)CCn1cnc2c1c(=O)n(CC(=O)NC(N)=O)c(=O)n2Cc1ccccc1	?	10%	?	0%	-7%	4%
CC(C)C[C@H](NC(=O)c1[nH]cnc1C(=O)N[C@@H](Cc1ccccc1)C(=O)OC(C)(C)C)C(=O)OC(C)(C)C	9.3µM*	?	?	1%	-8%	5%

Ordered by molar mass (ascending): three of the compounds above.
SMILES	Pf growth 48h	HCV inhibitor	Pf growth 96h	LmPK inhibitor	Sm TGR block	Tb PYK inh
FC(F)(F)c1cccc(N2Cc3ccccc3C2)c1	13µM*	4%	46%[activator]	-2%	-15%	2%
CC(CC(=O)Nc1ccc2c(c1)OCO2)c1ccccc1 (centres undefined)	34%[activator]	-12%	115%[activator]	0%	-7%	-2%
CCOc1ccc(OCC)c(NC(=O)C2C3C=CC(O3)C2C(=O)NCc2ccco2)c1 (centres undefined)	-13%	?	35%[activator]	-1%	50µM*	-17%
